Screening results as filed in PubChem BioAssay.
ALOX15 inhib = blocks human 15-lipoxygenase activity; P16050; purified 15hLO-1, xylenol orange hydroperoxide absorbance; Potency, µM (doses to about 57.1 µM), without a hit: top-dose activity change, negative = inhibition, hits mostly inhibitors; 74,000 tested, 1.4% active; AID 887; further: potency means the concentration at half of the fitted maximal effect; on the % scale 0 is the no-effect control and ±100 the full control effect; nearly all actives have a fitted effect of over 55% in size
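Hydroperoxide formed from arachidonic acid (50 uM) by purified human 15hLO-1 (40 nM) oxidizes ferrous iron, and the ferric-xylenol orange complex is read at 573 versus 405 nm. Compounds were preincubated 15 min; reaction ran 6 min at room temperature.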
HBB splice mod = modulators of hemoglobin beta chain splicing | HBB splicing reporter cell assay, activation; EGFP reporter with mutant IVS2-654 intron; response scale: normalised to 500 nM splice-correcting PNA | Potency, µM (titrated, usually from 46.1 µM), for inactives: at the top dose activation, usual class: activators | 65,000 tested, 0.06% active | AID 925; further: potency means the concentration at half of the fitted maximal effect; 0% is about no effect
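HeLa cells stably expressing EGFP interrupted by mutant beta-globin intron 2 (IVS2-654), 500/well in 2% FCS. Treated with compound for 2 days at 37C. Splicing correction scored as total well GFP intensity (488 nm excitation, 500-520 nm emission); 500 nM antisense PNA served as control.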
ERK AVP block = blocks ERK signaling stimulated by vasopressin; HEK293-V1b, vasopressin-stimulated pERK AlphaScreen; Potency, µM (doses to about 57.5 µM), without a hit: at the top dose activity, negative = inhibition, usual class: inhibitors; 72,000 tested, 0.99% active; further: potency means the concentration at half of the fitted maximal effect; on the % scale 0 is the no-effect control and ±100 the full control effect; nearly all actives have a fitted effect of over 55% in size
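HEK293 cells stably expressing V1b receptor, preincubated 30 min at 37 °C with compound, then stimulated 5 min with 25 nM vasopressin. Phospho-ERK by AlphaScreen SureFire after 5 h RT; normalized to DMSO and vasopressin; AC50 by Hill fit.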
Texas Red fluor = compounds fluorescent in Texas Red spectral region. Compound fluorescence, Texas Red channel, 547/618 nm; active compounds read high. max dye-equivalent concentration, M. 59,000 tested, 0.06% active. AID 587; in the data active means max dye-equivalent concentration above about 10 nM; inconclusive means between about 1.1 nM and that limit
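Fluorescence at ex 547/em 618 nm, normalized against an on-plate Texas Red standard series to give dye-equivalent concentration per compound concentration. Buffer 100 mM Tris, pH 8.0; 15 min RT incubation before CCD imaging.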
HADH2 inhib = blocks human hydroxyacyl-CoA dehydrogenase type II. Q99714. Potency, µM (top dose mostly 57.1 µM), without a hit: at the top dose activity change, negative = inhibition, usual class: inhibitors. 73,000 tested, 3.4% active. AID 886. recombinant HADH2, NADH fluorescence, beta-hydroxybutyryl-CoA; further: potency means the concentration at half of the fitted maximal effect; on the % scale 0 is the no-effect control and ±100 the full control effect; nearly all actives have a fitted effect of over 60% in size; many of its hits are not listed in these tables
Target sequence (Q99714 whole entry, looked up, one chain of several): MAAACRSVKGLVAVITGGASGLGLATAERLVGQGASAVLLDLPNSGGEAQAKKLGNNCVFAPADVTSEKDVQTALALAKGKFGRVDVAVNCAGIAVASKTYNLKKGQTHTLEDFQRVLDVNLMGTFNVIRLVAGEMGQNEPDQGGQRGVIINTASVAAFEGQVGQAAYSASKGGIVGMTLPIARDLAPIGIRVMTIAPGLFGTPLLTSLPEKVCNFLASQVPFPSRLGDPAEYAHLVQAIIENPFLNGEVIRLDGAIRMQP
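E. coli-expressed His-tagged HADH2 tested at 20 nM in alkaline Tris buffer (pH 9.0); oxidation of 90 uM beta-hydroxybutyryl-CoA with 1 mM NAD+ tracked fluorimetrically for 4 min.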
Rhodamine fluor = rhodamine region autofluorescence. Rhodamine-region fluorescence, 547/598 nm, Tris buffer; active compounds read high. max dye-equivalent concentration, M. 59,000 tested, 0.05% active; in the data active means max dye-equivalent concentration above about 11 nM; inconclusive means between about 1.1 nM and that limit
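Compounds in 100 mM Tris buffer, pH 8.0, were incubated 15 min at room temperature, then read at 547 nm excitation and 598 nm emission. Fluorescence was normalized against a per-plate six-point rhodamine standard curve as dye-equivalent concentration.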
Tau fil binding = binders of human tau filaments. recombinant tau filaments, thioflavin S fluorescence, 15 h; filaments grown with octadecylsulfate alongside compound. Potency, µM (highest dose often 57.1 µM), without a hit: top-dose activity change, negative = inhibition. 71,000 tested, 2% active. P10636;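 further: potency means the concentration at half of the fitted maximal effect; on the % scale 0 is the no-effect control and ±100 the full control effect; actives lower thioflavin S fluorescence by blocking filaments or displacing dye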
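His-tagged recombinant human tau (exons 2, 3 and 10 included), 1 uM, was induced to fibrillize by 30 uM sodium octadecylsulfate with compound present. After 15 h at 37 C, thioflavine S fluorescence (ex 450, em 510 nm) was read.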
DNA Pol III inh = inhibitors of bacterial DNA polymerase III holoenzyme. reconstituted DNA polymerase III holoenzyme replication, biochemical. Potency, µM (doses to about 57.1 µM), for inactives: top-dose activity change, negative = inhibition. 71,000 tested, 0.25% active. AID 603; further: potency means the concentration at half of the fitted maximal effect; on the % scale 0 is the no-effect control and ±100 the full control effect
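Reconstituted *E. coli* holoenzyme (0.35 nM Pol III, 1 nM beta, 154 nM SSB, 2 nM primase) was preincubated with compound for 15 min at RT. Synthesis on 1.4 nM ssM13Gori ran 35 min, then was stopped with PicoGreen/EDTA and read as dsDNA fluorescence.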
Hsp90 Hop PPI = changes Hsp90-Hop TPR2A binding signal, up or down; AlphaScreen TPR2A-His6 binding biotin-Hsp90 C-terminal peptide; Potency, µM (doses to about 57 µM), for inactives: at the highest dose activity change, negative = inhibition; 71,000 tested, 0.44% active; active means well fitted curve in either direction with a large enough effect; inconclusive means small, poorly fitted or top-dose-only effect, or another doubt; further: potency means the concentration at half of the fitted maximal effect; on the % scale 0 is the no-effect control and ±100 the full control effect; many of its hits are not listed in these tables
CRE-bla Fsk = modulators of forskolin-stimulated CRE signaling in CHO cells; CHO CRE-bla reporter (cAMP response element driving beta-lactamase), forskolin EC10, beta-lactamase ratio; Potency, µM (top dose mostly 38.2 µM), inactives show at the top dose activity change, negative = inhibition, most hits filed as activators; 71,000 tested, 2.5% active; AID 662; active means well fitted activation curve with a large enough effect in the signal ratio, with a control signal flat, not every such curve was filed as active; inconclusive means small, poorly fitted or top-dose-only effect, or effect the other way, or a change in a side signal; the % refers to the signal ratio; further: potency means the concentration at half of the fitted maximal effect; % of control where 0% means no effect
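CRE-bla CHO cells stimulated with EC10 NKH 477 (water-soluble forskolin) and compound titrations, 3 h at 37C; beta-lactamase read with CCF4 after 2 h at room temperature. Activity from 460/530 nm emission ratio, AC50 values for positive or negative modulation.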
FLuc inh = inhibitors of firefly luciferase; purified firefly luciferase, luminescence, 8 min; Potency, µM (top dose mostly 57.1 µM), for the others: at the highest dose activity change, negative = inhibition, actives largely listed as inhibitors; 72,000 tested, 2.2% active; AID 411; P08659; further: potency means the concentration at half of the fitted maximal effect; on the % scale 0 is the no-effect control and ±100 the full control effect; nearly all actives have a fitted effect of over 40% in size
Target sequence (P08659 whole entry, looked up): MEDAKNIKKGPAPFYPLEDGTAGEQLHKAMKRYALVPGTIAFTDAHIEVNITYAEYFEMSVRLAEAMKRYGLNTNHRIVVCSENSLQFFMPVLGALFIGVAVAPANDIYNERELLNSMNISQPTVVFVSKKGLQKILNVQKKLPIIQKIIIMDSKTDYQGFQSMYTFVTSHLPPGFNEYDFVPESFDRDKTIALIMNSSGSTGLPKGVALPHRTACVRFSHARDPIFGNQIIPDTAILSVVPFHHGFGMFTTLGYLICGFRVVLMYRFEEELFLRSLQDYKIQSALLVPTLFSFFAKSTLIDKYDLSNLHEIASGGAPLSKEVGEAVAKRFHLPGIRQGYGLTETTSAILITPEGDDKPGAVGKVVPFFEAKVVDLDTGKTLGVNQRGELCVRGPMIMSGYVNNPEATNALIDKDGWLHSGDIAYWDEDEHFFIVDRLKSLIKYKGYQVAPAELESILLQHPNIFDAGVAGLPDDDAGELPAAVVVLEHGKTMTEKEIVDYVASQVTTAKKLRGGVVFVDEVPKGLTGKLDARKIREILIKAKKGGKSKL
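Substrate buffer containing 10 uM ATP (pH 7.2 imidazole, Mg2+, KCl, detergent, BSA) is dispensed, compound pinned in, then luciferase/luciferin detector mix added. After 8 min at ambient temperature, light output is measured.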
Active calls of the source: *; i = inactive; ? = inconclusive; · = no result given; [ ] = dose if it differs, or a comment. Unless noted, the call rests on the fitted dose curve; in most records, active means well fitted curve in the direction sought with a large enough effect; inconclusive means small, poorly fitted or top-dose-only effect, or another doubt; inactive means no such curve, though single readings can be large; an effect the other way counts as inactive or inconclusive.

1	N#Cc1ccc(NC(=O)CN2C(=O)NC(Cc3ccccc3)C2=O)cc1 (stereo not given)
2	CCOC(=O)c1sc(NC(=O)CSc2ncn(-c3ccccc3)n2)nc1C
3	O=C(c1ccc(NS(=O)(=O)c2ccccc2)cc1)N1CCN(Cc2ccc3c(c2)OCO3)CC1
4	CC[C@](N)(CCC(=O)O)C(=O)O
5	Cc1cccc(C)c1NC(=O)Cn1nnc(-c2ccc(N3CCOCC3)cc2)n1
6	N#C/C(=C\Nc1ccccn1)C(=O)c1ccco1
7	O=C(c1cc(S(=O)(=O)N2CCCCC2)c(Cl)cc1N1CCOCC1)N1CCOCC1
8	CCOc1ccc(OCC)c(NC(=O)CN(c2ccc(C)cc2)S(=O)(=O)c2c(C)noc2C)c1
Screen / compound no.	1	2	3	4	5	6	7	8
ALOX15 inhib	1%	-13%	-14%	-23%[25.6 µM]	-7%	0%[11.4 µM]	1%	1%
HBB splice mod	-0.2%[57.5 µM]	-0.6%	6.0%	·	-3.8%	0.9%[9.22 µM]	-0.7%[9.22 µM]	-1.2%
ERK AVP block	16%	-10%	-7%	8%	8%	-6%[11.5 µM]	7%	33%[activator]
Texas Red fluor	?	?	i	·	?	i	·	i
HADH2 inhib	-3%	0%	5%	-14%	?	8%[11.4 µM]	-2%	-1%
Rhodamine fluor	i	i	i	·	i	i	·	i
Tau fil binding	14%	62%	-3%	-15%	-19%	58%[11.4 µM]	-14%	24%
DNA Pol III inh	-1%	-1%	3%	1%	9%	-2%[11.4 µM]	-4%	3%
Hsp90 Hop PPI	-1%	3%	-11%	-5%	-1%	-3%[11 µM]	-2%	-4%
CRE-bla Fsk	-5%	?	0%	-6%	12%	-4%[7.6 µM]	0%	?
FLuc inh	2%	-10%	2%	1%	0%	2%[11.4 µM]	0%	-3%

The final 2 compounds of the part before are carried over, then new ones follow.
7	O=C(c1cc(S(=O)(=O)N2CCCCC2)c(Cl)cc1N1CCOCC1)N1CCOCC1
8	CCOc1ccc(OCC)c(NC(=O)CN(c2ccc(C)cc2)S(=O)(=O)c2c(C)noc2C)c1
9	O=C(CCC(=O)N1CCN(C2CCCCC2)CC1)Nc1nnc(C(F)(F)F)s1
10	CCOC(=O)C(NC(=O)c1ccccc1)(N1CCCC1=O)C(F)(F)F (stereo not given)
11	Cn1c(=O)oc2ccc(C(=O)CSc3nnnn3-c3ccccc3)cc21
12	O=C(COc1ccc(S(=O)(=O)NC2CCCC2)cc1)N1CCCCCC1
13	CCCc1[nH]nc2c1C(c1cccc(OC(=O)c3ccco3)c1)C(C#N)=C(N)O2 (stereo not given)
14	O=C(c1ccncc1)N1CCC2(CCCN(Cc3nccs3)C2)CC1
15	CCOc1cc(-c2nc3cc(C)ccn3c2NCC2CCCO2)ccc1O (stereo not given)
16	COc1ccc(OC)c2c(C)cc(NCCN3CCOCC3)nc12
Screen / compound no.	7	8	9	10	11	12	13	14	15	16
ALOX15 inhib	1%	1%	10%	5%	-1%	4%	-28%	0.2µM*	8%	9%
HBB splice mod	-0.7%[9.22 µM]	-1.2%	3.3%[57.5 µM]	3.8%	·	-2.8%	-1.6%	0.9%	6.1%	-0.4%[9.22 µM]
ERK AVP block	7%	33%[activator]	-7%	7%	-16%	17%	19%	1%	-21%	-10%
Texas Red fluor	·	i	i	i	i	i	?	i	i	·
HADH2 inhib	-2%	-1%	-4%	11%	0%	1%	-18%	8%	5%	?
Rhodamine fluor	·	i	i	i	i	i	i	i	i	·
Tau fil binding	-14%	24%	15%	14%	12%	-12%	4%	-1%	-6%	22%
DNA Pol III inh	-4%	3%	-4%	-9%	-2%	-8%	-4%	-7%	-6%	-12%
Hsp90 Hop PPI	-2%	-4%	-3%	-2%	-1%	-2%	-2%	-2%	-5%	-3%
CRE-bla Fsk	0%	?	-1%	-20%	0%	1%	-15%	0%	11%	?
FLuc inh	0%	-3%	2%	1%	-4%	-1%	-2%	-3%[11.4 µM]	-4%	-4%

17	CCC(C)c1ccc2oc(-c3ccc(NC(=O)c4ncn[nH]4)cc3)nc2c1 (stereo not given)
18	CCN1C(=O)c2cccc3c(NC(=O)c4ccc(S(=O)(=O)N5CCOCC5)cc4)ccc1c23
19	CC(C)c1cc(CN(C)C)c(O)c(C(C)(C)C)c1
20	O=C(NCC12CC3CC(CC(C3)C1)C2)c1cc2n(n1)C(C(F)(F)F)CC(c1ccco1)N2 (stereo not given)
21	CCOC(=O)N1CCN(C(=O)CSCC(=O)Nc2nc(-c3ccc(OC)cc3)cs2)CC1
22	FC(F)(F)c1ccccc1-c1cncnc1NCc1cccs1
23	O=C(O)c1cc(-c2ccc3cc4c(cc3c2)OCO4)nc2ccccc12
24	O=S(=O)(c1cccs1)N1CCN(CC(O)COc2cc(Cl)ccc2Cl)CC1 (stereo not given)
Screen / compound no.	17	18	19	20	21	22	23	24
ALOX15 inhib	12%	-7%[11.4 µM]	2%[11.4 µM]	-6%	-5%	5%	-1%[11.4 µM]	-11%
HBB splice mod	3.5%	-1.1%[0.0738 µM]	2.9%[9.22 µM]	-1.5%	-3.3%	-0.2%	-1.0%[9.22 µM]	-0.5%[57.5 µM]
ERK AVP block	15%	-2%	-17%[11.5 µM]	37%	8%	-17%	4%[11.5 µM]	19%
Texas Red fluor	i	·	i	i	?	i	i	i
HADH2 inhib	32µM*	0%[11.4 µM]	-1%[11.4 µM]	15%	-5%	6%	4%[11.4 µM]	-5%
Rhodamine fluor	i	·	i	i	i	i	i	i
Tau fil binding	442%	?	-2%[11.4 µM]	-28%	4%	8%	-6%[11.4 µM]	13%
DNA Pol III inh	-4%	6%[11.4 µM]	-6%[11.4 µM]	-3%	-6%	-1%	-6%[11.4 µM]	1%
Hsp90 Hop PPI	?	-7%[11 µM]	2%[11 µM]	?	-3%	1%	2%[11 µM]	7%
CRE-bla Fsk	?	24%[7.6 µM]	5%[7.6 µM]	?	?	10%	17%[7.6 µM]	?
FLuc inh	?	-1%	2%[11.4 µM]	-1%	-10%	4%[2.29 µM]	2.5µM*	0%

Among those listed so far, three contain a furan ring, fused or not:
6	N#C/C(=C\Nc1ccccn1)C(=O)c1ccco1
13	CCCc1[nH]nc2c1C(c1cccc(OC(=O)c3ccco3)c1)C(C#N)=C(N)O2 (stereo not given)
20	O=C(NCC12CC3CC(CC(C3)C1)C2)c1cc2n(n1)C(C(F)(F)F)CC(c1ccco1)N2 (stereo not given)
Screen / compound no.	6	13	20
ALOX15 inhib	0%[11.4 µM]	-28%	-6%
HBB splice mod	0.9%[9.22 µM]	-1.6%	-1.5%
ERK AVP block	-6%[11.5 µM]	19%	37%
Texas Red fluor	i	?	i
HADH2 inhib	8%[11.4 µM]	-18%	15%
Rhodamine fluor	i	i	i
Tau fil binding	58%[11.4 µM]	4%	-28%
DNA Pol III inh	-2%[11.4 µM]	-4%	-3%
Hsp90 Hop PPI	-3%[11 µM]	-2%	?
CRE-bla Fsk	-4%[7.6 µM]	-15%	?
FLuc inh	2%[11.4 µM]	-2%	-1%

(further entries)
25	CCSc1nnc(NC(=O)c2ccccn2)s1
26	CCOc1cc(C(=O)OCC(=O)NCc2ccco2)cc(OCC)c1OCC
27	C[C@@H]1CCc2cc(F)cc3c(=O)c(C(=O)O)cn1c23
28	Cc1ncc(CN=Cc2ccc(Cl)cc2)c(N)n1
29	COC(=O)c1ccc(NC(=O)C2CCCO2)cc1 (stereo not given)
Screen / compound no.	25	26	27	28	29
ALOX15 inhib	97%[activator]	-8%	16%[25.6 µM]	8%[11.4 µM]	4%
HBB splice mod	-0.5%[57.5 µM]	-4.7%	-0.8%[20.6 µM]	-0.3%[9.22 µM]	0.6%
ERK AVP block	9%	6%	-4%[25.7 µM]	2%[11.5 µM]	26%
Texas Red fluor	i	i	i	i	i
HADH2 inhib	-16%	-2%	-2%[25.6 µM]	3%[11.4 µM]	6%
Rhodamine fluor	i	i	i	i	i
Tau fil binding	1%	-10%	-2%[25.6 µM]	12%[11.4 µM]	-4%
DNA Pol III inh	-7%	0%	-5%[25.6 µM]	-10%[11.4 µM]	-4%
Hsp90 Hop PPI	7.9µM*	-7%	-1%[26 µM]	-1%[11 µM]	-1%
CRE-bla Fsk	?	-7%	-1%[17.1 µM]	-3%[7.6 µM]	6%
FLuc inh	?	0%	7%[25.5 µM]	2%[11.4 µM]	-4%

The list is partial (hit frequency here may not be typical).
